Bioassay records deposited in PubChem BioAssay by National Center for Advancing Translational Sciences (NCATS).
KDM5B inhibitor: blocks human KDM5B histone demethylase activity; Q9UGL1; KDM5B demethylase, FDH-coupled NADH fluorescence (FDH is formaldehyde dehydrogenase); Potency, µM (highest dose often 57.7 µM), for inactives: at the highest dose activity change, negative = inhibition, most hits filed as inhibitors; 2.6% of 220,000 active; AID 1347165; active = well fitted inhibition curve with a large enough effect; inconclusive = small, poorly fitted or top-dose-only effect; inactive = no such curve, though single readings can be large or run the other way; note: 0% is about no effect; nearly all actives have a fitted effect of over 70% in size
Target sequence (Q9UGL1 whole entry, looked up): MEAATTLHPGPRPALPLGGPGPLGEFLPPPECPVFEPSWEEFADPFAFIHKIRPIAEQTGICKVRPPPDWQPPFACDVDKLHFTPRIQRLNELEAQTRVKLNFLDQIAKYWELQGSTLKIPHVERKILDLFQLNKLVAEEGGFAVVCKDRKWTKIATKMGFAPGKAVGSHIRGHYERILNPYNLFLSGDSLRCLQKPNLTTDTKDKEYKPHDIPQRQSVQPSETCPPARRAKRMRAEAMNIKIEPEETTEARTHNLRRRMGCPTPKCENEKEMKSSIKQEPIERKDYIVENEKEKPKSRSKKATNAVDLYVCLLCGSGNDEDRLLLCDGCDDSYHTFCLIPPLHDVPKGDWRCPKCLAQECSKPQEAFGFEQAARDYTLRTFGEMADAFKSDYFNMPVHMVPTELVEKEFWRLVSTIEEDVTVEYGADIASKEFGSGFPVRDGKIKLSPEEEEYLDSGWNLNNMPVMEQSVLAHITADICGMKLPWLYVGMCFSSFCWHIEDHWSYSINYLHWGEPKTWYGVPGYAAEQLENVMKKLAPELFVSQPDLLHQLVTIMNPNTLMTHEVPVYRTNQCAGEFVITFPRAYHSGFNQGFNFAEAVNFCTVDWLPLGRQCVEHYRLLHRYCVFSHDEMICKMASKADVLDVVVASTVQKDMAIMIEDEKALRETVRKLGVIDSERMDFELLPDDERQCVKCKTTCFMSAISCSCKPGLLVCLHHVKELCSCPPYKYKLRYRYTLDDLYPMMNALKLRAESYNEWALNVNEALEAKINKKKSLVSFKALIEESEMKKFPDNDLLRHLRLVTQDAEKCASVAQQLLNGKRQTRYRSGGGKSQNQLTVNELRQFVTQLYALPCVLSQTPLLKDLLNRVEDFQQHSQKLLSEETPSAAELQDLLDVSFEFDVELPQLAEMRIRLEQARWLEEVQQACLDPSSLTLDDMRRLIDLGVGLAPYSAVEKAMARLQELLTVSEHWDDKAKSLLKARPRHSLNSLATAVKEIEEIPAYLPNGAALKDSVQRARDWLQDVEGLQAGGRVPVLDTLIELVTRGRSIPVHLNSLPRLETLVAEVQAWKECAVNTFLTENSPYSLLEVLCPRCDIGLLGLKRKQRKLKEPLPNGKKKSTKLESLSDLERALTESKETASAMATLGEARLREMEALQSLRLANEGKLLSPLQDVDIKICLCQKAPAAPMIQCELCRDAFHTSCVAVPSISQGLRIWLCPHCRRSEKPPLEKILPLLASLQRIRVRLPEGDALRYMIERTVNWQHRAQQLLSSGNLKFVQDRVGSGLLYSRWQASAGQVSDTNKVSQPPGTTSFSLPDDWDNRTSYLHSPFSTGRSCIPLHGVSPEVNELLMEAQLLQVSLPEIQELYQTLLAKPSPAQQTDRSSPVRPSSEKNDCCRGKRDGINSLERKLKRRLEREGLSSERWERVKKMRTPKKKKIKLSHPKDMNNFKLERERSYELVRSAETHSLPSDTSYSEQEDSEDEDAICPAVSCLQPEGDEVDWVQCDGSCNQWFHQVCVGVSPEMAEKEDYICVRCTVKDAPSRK
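qHTS format, multiple compound concentrations. Buffer 50 mM HEPES pH 7.5/0.01% Tween-20; 200 nM KDM5BΔAP final; 10 min compound preincubation; substrate-mix levels 12.5 µM peptide, 25 µM α-KG, 0.25 mM NAD⁺; 30 min RT; ΔRFU.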
An asterisk follows results filed as active; i = inactive; u = inconclusive; [ ] = another dose, or the depositor's remark. Potency is the fitted concentration of half-maximal effect.

The first 4 records (preview)
KDM5B inhibitor	molecule
15.6%	CCCn1c(=O)c2ccc(C(=O)NC(C)C)cc2n2c(SCc3ccccc3Cl)nnc12
4.1%	O=C(O)Cn1nc(C2CCOC2)nc1C1(c2ccccc2)CC1 (stereo not drawn)
6.1%	CCOC(=O)COc1ccc2c(=O)c(-c3ccccc3)coc2c1
u	COc1ccc(CC(=O)N2CCC(N3CC4CC(C3)[C@H]3CCCC(=O)N3C4)CC2)cc1Cl (stereo partly drawn)

Main list (from the top)
KDM5B inhibitor	molecule
15.6%	CCCn1c(=O)c2ccc(C(=O)NC(C)C)cc2n2c(SCc3ccccc3Cl)nnc12
4.1%	O=C(O)Cn1nc(C2CCOC2)nc1C1(c2ccccc2)CC1 (stereo not drawn)
6.1%	CCOC(=O)COc1ccc2c(=O)c(-c3ccccc3)coc2c1
u	COc1ccc(CC(=O)N2CCC(N3CC4CC(C3)[C@H]3CCCC(=O)N3C4)CC2)cc1Cl (stereo partly drawn)
-4.7%	CSCc1noc(Cn2nc(C)c3ccccc3c2=O)n1
12.1%	O=S(=O)(c1ccc2c(c1)CCCC2)N1CCCC(Cn2cnc3cccnc32)C1 (stereo not drawn)
22.0%	COc1ccc(NC(=O)N2CCCCCC2)cc1OC
u	CCN(CC)CCCNC(=O)c1ccc2c(c1)NC(=O)C(CS(=O)(=O)Cc1cccc(Br)c1)N2 (stereo not drawn)
-4.2%	CCc1nn2c(=O)c(S(=O)(=O)Nc3ccc(Cl)cc3)c(C)nc2s1
u	COc1ccc(NC(=O)c2cc(C3CC3)nc3c2c(C)nn3-c2ccccc2)cc1
-5.0%	O=C(c1cccs1)N1CCC(n2cc(-c3nc(-c4ccccc4)no3)nn2)CC1
2.7%	CCc1ccc(NC(=O)c2nc3ccccc3nc2N2CCN(C)CC2)cc1
-5.3%	O=C(NCc1ccccc1F)C12CC3CC(CC(C3)C1)C2
u	Cn1ccc(NC(=O)c2ccc(-c3ncc4cnc(-c5cccc(F)c5)cn34)cc2)n1
-16.3%	O=C(O)CCC(=O)NC(Cc1c[nH]c2ccccc12)C(=O)O (stereo not drawn)
7.4%	O=C(O)C(c1c[nH]c2ccc(Cl)cc12)N1CCc2ccccc2C1 (stereo not drawn)
25.4%	CCOC(=O)N1CCN([C@H]2CS(=O)(=O)C[C@@H]2S(=O)(=O)c2ccccc2)CC1
1.2%	COc1ccc(CCNC(=O)c2ccc3nc(N4CCOCC4)sc3c2)cc1OC
18.7%	COCc1ccc(C(=O)NCc2ccco2)cc1
-12.5%	CCCNC(=O)C1COC2(CCN(C(=O)CC)CC2)N1C(=O)c1cccc(OC)c1 (stereo not drawn)
-2.1%	Clc1ccc2nc(NCc3ccccc3)c3nncn3c2c1
16.9%	COc1ccc(S(=O)(=O)c2c(C)c(C)n(C3CCCC3)c2NC(C)=O)cc1
-23.4%	COc1ccccc1C(=O)N1CCc2nnc([C@@H]3C[C@@H](O)CN3C(C)C)n2CC1
-20.3%	CCOC1OC(=O)C(Cl)=C1Nc1ccc(C)cc1C (stereo not drawn)
39.5%[activator][115 µM]	CCC(=O)N1Cc2ccccc2CC2(CCCCN2Cc2ccncc2)C1 (stereo not drawn)
1.8%	COc1ccc(O)c(C(=O)OC(C)C(=O)C23CC4CC(CC(C4)C2)C3)c1 (stereo not drawn)
u	Cc1ccc(C2=CC(c3c(F)cccc3Cl)n3nnnc3N2)cc1 (stereo not drawn)
u	CCn1c(=O)c(C(=O)NNC(=O)c2ccccc2Cl)c(O)c2ccccc21
8.3%	COc1ccccc1NC(=O)CSc1nc(N2CCCC2)c2c(c1C#N)CCCC2
12.9%	CCN1CC2(CCN(C(=O)CC(Cc3ccccc3)c3ccco3)CC2)CC1=O (stereo not drawn)
-14.0%[86.2 µM]	COC(=O)[C@@H]1Cc2ncn(C(C)C)c2CN1S(=O)(=O)c1cccs1
-22.3%	O=C(NC1CC(c2nnc(CO)n2C2CC2)C1)C1(c2ccccc2)CCCC1 (stereo not drawn)
17.7%	CCCn1c(NC(=O)c2nn(C)c(=O)c3ccccc23)nc2ccccc21
-11.8%	O=C(NCc1cccc(OC(F)F)c1)c1cccc(-n2cnnn2)c1
-2.6%	O=C(Cc1ccc(F)cc1)N1CCCC(c2nn(-c3ccccc3)c(=O)[nH]2)C1 (stereo not drawn)
-25.8%	Cc1nc(-c2c3n(c(=O)n(CC(=O)NCc4ccccc4Cl)c2=O)CCCCC3)no1
u	COc1ccc(CNC(=O)[C@@H]2Cc3nc[nH]c3CN2Cc2ccc(C(=O)O)cc2)cc1
5.8%	CC(C)CNC(=O)c1c(-c2ccccc2)c(-c2ccccc2)nn(C)c1=O
9.7%	Cc1ccc(Cl)cc1NC(=O)C(=O)c1c(C)[nH]c2ccccc12
13.6%	COc1ccccc1CNC(=O)CSc1ncc2c(n1)-c1ccc(Cl)cc1N(Cc1ccccc1)S2(=O)=O
-10.5%	O=C(COC(=O)c1ccc2ccccc2n1)Nc1ccc(F)c(F)c1F
9.5%	CC(C)C(=O)N1CCC(CCOc2ccccc2)C1 (stereo not drawn)
-25.4%	CN(C)c1nc(C2CC(N)C2)cc(N(C)Cc2cnn(C)c2)n1 (stereo not drawn)
23.1%	CC(C)(C)n1cn[nH]c1=S
14.9%	CCOc1ccc(NC(=O)Cn2c(=O)n(CCC(=O)NCCc3ccccc3)c(=O)c3ccccc32)cc1
-17.3%	COc1ccc(OC)c(/C=C2\SC(=S)N(C(C(=O)O)c3ccccc3)C2=O)c1 (stereo not drawn)
0.1%	O=c1[nH]c2ccc(-c3csc(Nc4ccccc4F)n3)cc2o1
-10.5%	CC1(C)O[C@H]2[C@@H](O1)[C@@H](C(=O)Oc1ccc3ccccc3c1)O[C@@H]1OC(C)(C)O[C@@H]12
25.1µM*	COc1ccc(-c2cc3nc4c(c(=O)n3[nH]2)CN(C(=O)CN(C)S(=O)(=O)c2cnc[nH]2)CC4)cc1
-1.9%	CCOn1c(=O)c(-c2ccc(C)cc2)[n+]([O-])c2ccccc21

(next part)
KDM5B inhibitor	molecule
1.0%	Cc1cc(CSc2nnc(-c3cccnc3)n2Cc2ccco2)on1
-6.7%	Cc1noc(-c2ccc(OC3CN(C(=O)Cc4cccs4)C3)cc2)n1
17.8µM*	O=C1CC2(CCN(S(=O)(=O)c3cccs3)CC2)Oc2ccccc21
22.1%	CNC(=O)Cc1ccc(NC(=O)C2CCCCC2)cc1
-26.4%	COc1ccc(C(=O)Nc2ccc3c(N4CCCCC4)ncnc3c2)cc1
2.0%	Cc1cc(C(=O)N2CC(F)(F)C[C@H]2c2nnc(C3CC3)o2)on1
u	COC[C@H]1CCCN1C(=O)CC[C@H]1CNC(=O)[C@@H]2[C@@H](CCN2Cc2ccccc2)N1C
4.4%	O=C(c1cc(=O)c2ccccc2o1)N(Cc1cccs1)c1ccccn1
-5.1%	Cc1cc(C=O)[nH]c1C
u	O=C(Nc1cccc(Cl)c1)c1cc(-c2ccc3c(c2)OCCO3)on1
21.6%	CCCOc1ccc(C(=O)Nc2ccc3oc(-c4ccccc4)nc3c2)cc1
21.0%	C/C(=N/N=C(c1ccccc1)c1ccccc1)c1ccccn1
-9.6%	CCc1ccc(OCCCOc2ccccc2/C=N/NC(=O)c2cccc(Cl)c2)cc1
-35.5%	CCOC(=O)C1=C(C(Br)Br)NC(=O)NC1c1ccc2c(c1)OCO2 (stereo not drawn)
u	Cc1ccc(-n2ncc3c(Nc4cccc(C(F)(F)F)c4)ncnc32)cc1C
9.0%	O=C(O)C(c1c[nH]c2ccc(Cl)cc12)N1CCN(CCOc2ccc(Cl)cc2)CC1 (stereo not drawn)
16.4%	COC(=O)c1cc(C(C)C)sc1NC(=O)Cc1ccc(Cl)c(Cl)c1
-5.3%	Cc1ccc(C(=O)N2CC(C)(C)[C@@](C)(O)C2)cc1N1CCNC1=O
-43.4%	COc1ccc(OC)c(NC(=O)c2ccc3c(c2)N(C)C2CCCCN2C3=O)c1 (stereo not drawn)
-22.6%	CCOC(=O)N1CCc2c(sc(NC(=O)CN(CC)CC)c2C#N)C1
-7.8%	CN(CC(=O)NCCc1noc(-c2cccnc2)n1)S(=O)(=O)c1cccs1
-10.1%	Cc1ccc(Cl)cc1NC(=O)Cn1c(=O)c2ccccc2n2nncc12
10.7%	COc1ccccc1C(=O)Nc1c(-c2ccccc2)nc2ccccn12
-15.6%	CCOc1ccc(C2C(C(=O)Nc3ccccc3)=C(C)Nc3nc(SCc4cc(C)ccc4C)nn32)cc1 (stereo not drawn)
u	CC(C)CN(C)C(=O)c1cc(-c2cnn(C(C)C)c2)nc2ccc(F)cc12
-4.1%	O=C(Nc1nc(-c2ccccc2)cs1)C12CC3CC(CC(C3)C1)C2
u	O=C(NCc1ccc(F)cc1)c1cc2cccc3c2n1CCS3
-27.7%	O=C(Cc1ccccc1Cl)N1CCC2(CC1)NC(=O)N(c1ccc(F)cc1)N2
-5.3%	CCSc1ncc(Cl)c(C(=O)N(Cc2ccccc2Cl)C2CCS(=O)(=O)C2)n1 (stereo not drawn)
3.7%	O=C(c1ccc(Cl)o1)N1CCCc2cc(C(F)(F)F)ccc21
12.8%	CCOc1ccc(NC(=O)CSC2=Nc3ccccc3C3=NC(CC(=O)NCc4ccccc4OC)C(=O)N23)cc1 (stereo not drawn)
-24.0%[86.2 µM]	O[C@@H]1C[C@@H](c2nc(-c3ccccc3)no2)N(Cc2ncc[nH]2)C1
-11.9%	O=C(CN1C(=O)NC(c2ccccc2)C2=C1COC2=O)NC1CCCC1 (stereo not drawn)
-24.4%	COc1cccc(CNC(=O)CSc2n[nH]c(-c3ccccc3Cl)n2)c1OC
15.9%	Cc1ccccc1C(=O)NC1CCCC1
-5.1%	O=C(Nc1cccc2cccnc12)c1ccccc1[N+](=O)[O-]
0.6%	CNC(=O)Cn1nc(-c2cccc([N+](=O)[O-])c2)c2ccccc2c1=O
u	N#Cc1nc(-c2ccc(F)cc2)oc1NCCCN1CCOCC1
-13.6%	Cc1noc(-c2cccc(OC3CN(C(=O)NCC(C)C)C3)c2)n1
u	Cc1cc(F)ccc1NC(=O)c1ccc2nc(Cc3ccccc3)oc2c1
1.1%	O=C(CSc1nc2ccccc2s1)c1ccc(C2CCCCC2)cc1
1.5%	CCN(CC)CCn1c(=N)n(CC(=O)c2ccc(Br)s2)c2ccccc21
-14.9%	COc1cccc(-n2c(SCC(=O)Nc3cc(C)ccc3C)nc3c(oc4ccccc43)c2=O)c1
18.2%	O=C(NC1CCCCNC1=O)c1ccc2c(c1)OCCCO2 (stereo not drawn)
i	N#Cc1nc(-c2cccc3ccccc23)oc1NCc1ccc2c(c1)OCO2
27.7%	Cc1cnc(NC(=O)Cc2ccccc2Cl)s1
-18.4%	COc1ccc(N2CCN(C3CCCN(CC(N)=O)C3)CC2)cc1 (stereo not drawn)
u	Cc1c(C#N)c(N)nc2c3c(sc12)NC(=O)CC3c1c(F)cccc1Cl (stereo not drawn)
14.7%	Cc1cc2c(c(=O)n1CCN(C)C)C(c1cccc(Br)c1)C(C#N)=C(N)O2 (stereo not drawn)
12.5%	Cc1cccc(Nc2nc(N)nc(CCl)n2)c1C

Sorted by formula weight (falling): part of the list above.
KDM5B inhibitor	molecule
u	COc1ccc(CNC(=O)[C@@H]2Cc3nc[nH]c3CN2Cc2ccc(C(=O)O)cc2)cc1
-18.4%	COc1ccc(N2CCN(C3CCCN(CC(N)=O)C3)CC2)cc1 (stereo not drawn)
-16.3%	O=C(O)CCC(=O)NC(Cc1c[nH]c2ccccc12)C(=O)O (stereo not drawn)

New compounds follow.
KDM5B inhibitor	molecule
-4.7%	O=C(Nc1ccc2c(c1)C(=O)N1CCC[C@H]1C(=O)N2)c1cc(-c2ccc3c(c2)CCO3)n[nH]1
13.8%	COc1cc2c(cc1OC)C(CNC(=O)c1ccc(C)cc1)N(C(=O)Nc1ccccc1F)CC2 (stereo not drawn)
-15.8%	COc1cccc(C(=O)Nc2c(NCC3CCCCC3)c3ccccc3oc2=O)c1
u	CSc1sc(-c2ccnc(=S)[nH]2)c(-c2ccccc2)c1C#N
-5.1%	CCCCOCCCNC(=O)CCC(=O)NC(C)(C)C
25.1µM*	CCCc1noc(-c2ccn3c(CNC(=O)c4ccc(CC)cc4)nnc3c2)n1
u	COCc1cc(C)nc2sc3c(=O)n(-c4cc(C)ccc4C)nnc3c12
-6.2%	Cc1ccccc1NC(=O)CN1C(=O)NC(c2ccccc2Cl)C2=C1COC2=O (stereo not drawn)
-16.8%	O=C(CN1C(=O)NC(c2ccccc2Cl)C2=C1COC2=O)Nc1ccc(F)c(F)c1 (stereo not drawn)
9.2%	Cc1ccc(C(=O)Nc2nc(-c3nnn(-c4cccc(C(F)(F)F)c4)c3C)ns2)cc1
1.8%	CN(C)C(C(=O)N1CCSCC1)c1ccc(F)cc1 (stereo not drawn)
-12.2%	CCN(C(=O)c1cc(S(=O)(=O)N2CCc3ccccc32)cn1C)c1cccc(C)c1
-7.3%	Cc1sc(NC(=O)c2cc3ccccc3o2)c(C#N)c1C
u	N#Cc1nc(-c2ccc(F)cc2)oc1N1CCN(Cc2ccccc2)CC1
7.9%	CC(C)C(C(=O)Nc1ccccc1F)N1C(=O)c2ccccc2C1=O (stereo not drawn)

Some of the entries so far, as tab-separated lines:
Structure	KDM5B inhibitor
CSc1sc(-c2ccnc(=S)[nH]2)c(-c2ccccc2)c1C#N	u
CCCCOCCCNC(=O)CCC(=O)NC(C)(C)C	-5.1%
CCCc1noc(-c2ccn3c(CNC(=O)c4ccc(CC)cc4)nnc3c2)n1	25.1µM*
COCc1cc(C)nc2sc3c(=O)n(-c4cc(C)ccc4C)nnc3c12	u
Cc1ccccc1NC(=O)CN1C(=O)NC(c2ccccc2Cl)C2=C1COC2=O (stereo not drawn)	-6.2%

A portion of the library; the hit share may differ from the screen's.
